# S100A4 MyoIIA = S100A4-myosin IIA interaction inhibition | P26447 | S100A4/TAMRA-MyoIIA peptide fluorescence polarization | inhibition, % at 10.7 µM | 360,000 compounds, 0.14% hits | AID 652163;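 active means mean inhibition of at least 70% across replicates, with every replicate also reaching that level; inconclusive means mean inhibition reaches 70% but some replicates fall short; inactive means mean inhibition below 70%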
# Target sequence (P26447 whole entry, looked up): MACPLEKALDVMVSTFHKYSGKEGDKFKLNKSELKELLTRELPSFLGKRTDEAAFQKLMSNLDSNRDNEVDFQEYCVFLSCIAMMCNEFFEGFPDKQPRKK
#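 Material: S100A4 monomer protein | Medium: HEPES pH 7.2 with CaCl2, KCl, NaCl, DTT, Triton | Reagent: Labelled myosin peptide probe, 5 nM | Doses: One dose per compound | Times: 5 min incubation before reading | Benchmarks: Neutral control DMSO, positive control TFP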
# Casp6 inh = caspase-6 (human) enzyme inhibition. inhibition, % at 12.5 µM. P55212. AID 686996. purified caspase-6, Z-VEID-R110 cleavage fluorescence. 350,000 compounds, 0.53% hits;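 active means mean inhibition across replicates at least about 35%, with every replicate also reaching that limit, limit read from the data; inconclusive means only one of the two criteria met; inactive means neither criterion met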;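 further: 0% = median of neutral control wells and 100% = no fluorescence left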
# Target sequence (P55212 24-179 limits assumed): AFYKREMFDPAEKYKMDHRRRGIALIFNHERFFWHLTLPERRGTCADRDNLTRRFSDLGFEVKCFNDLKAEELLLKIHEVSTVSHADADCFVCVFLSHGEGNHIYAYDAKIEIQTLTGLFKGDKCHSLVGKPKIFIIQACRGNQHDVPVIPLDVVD
# Target sequence (P55212 194-293 limits assumed): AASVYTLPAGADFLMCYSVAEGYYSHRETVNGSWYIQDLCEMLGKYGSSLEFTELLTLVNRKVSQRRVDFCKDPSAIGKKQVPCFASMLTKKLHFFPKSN
# C2C12 statin = protects C2C12 myotubes from simvastatin toxicity; 330,000 compounds, 0.78% hits; ATP luminescence, 48 h; scaled: DMSO 0, geranylgeraniol control 100; AID 602340; rescue of ATP level, % at 7.49 µM;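 active means mean ATP rescue above about 67%, or every replicate alone reaching that limit, limit read from the data, passing the limit was not always enough; inconclusive means no clear call, values can overlap the other calls; inactive means mean under the limit and some replicate under it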;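 further: myotubes were challenged with 10 µM simvastatin during compound exposure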
# LGR2 inh = blocks bursicon-induced cAMP signaling via Drosophila LGR2; HEK293 LGR2, CRE-luciferase, bursicon-stimulated, 4 h; inhibition, % at 9.99 µM; 380,000 compounds, 0.35% hits; AID 720647;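 active means drop in luminescence signal, shown as inhibition above about 50% in the replicate tests, limit read from the data, passing the limit was not always enough; inconclusive means probably only some replicates passing the limit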;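 further: agonist challenge used bursicon conditioned medium at about half maximal strength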
# esBAF inh = blocks esBAF chromatin remodeling in mouse ES cells; 350,000 compounds, 2% hits; Bmi1-luciferase knock-in reporter, 24 h; 100% = twice the neutral-well signal; AID 602393; reporter increase, % at 12.5 µM; in the data active means activation above about 40%; inconclusive means no clear call, values can overlap the other calls;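 further: 0% = median of the plate's neutral control wells and 100% = double that signal; a rise in the Bmi1 reporter signal indicates esBAF inhibition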
# SIRT5 inh = inhibitors of human sirtuin-5 desuccinylase; inhibition, % at 15 µM; 330,000 compounds, 1.1% hits; Purified SirT5, succinyl-peptide AMC, trypsin-coupled fluorescence; AID 652115; in the data active means inhibition above about 15%; inconclusive means no clear call, values can overlap the other calls
# Target sequence (Q9NXA8 whole entry, looked up): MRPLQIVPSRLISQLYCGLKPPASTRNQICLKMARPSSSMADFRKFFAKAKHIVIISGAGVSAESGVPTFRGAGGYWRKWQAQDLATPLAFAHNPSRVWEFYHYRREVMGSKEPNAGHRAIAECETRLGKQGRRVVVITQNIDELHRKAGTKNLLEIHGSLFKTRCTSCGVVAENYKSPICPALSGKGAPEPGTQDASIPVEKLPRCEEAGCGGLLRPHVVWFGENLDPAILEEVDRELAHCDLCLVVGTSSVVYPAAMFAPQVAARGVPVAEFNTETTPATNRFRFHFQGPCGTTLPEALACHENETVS
# FN deposit inh = fibronectin deposition inhibition; AH1F fibroblasts, Alexa488-fibronectin deposition fluorescence, overnight; inhibition, % at 12.6 µM; 350,000 compounds, 0.086% hits; AID 743247;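 active means mean inhibition across replicates of 30% or more, regardless of how many single replicates reach that level; inconclusive means mean under 30% yet at least half of replicates reach 30%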;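 further: positive control wells lacked labelled fibronectin entirely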
#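 Measured by – fluorescence 485/525 nm · System – AH1F fibroblast monolayer, labelled fibronectin deposition · Amount – 10000 cells per well · Buffer or medium – serum-reduced DMEM (2% serum) · Doses – single dose, pinned · Also added – fluorescent fibronectin at 24 nM final · Schedule – 1 h cell attachment, overnight exposure to compound and label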
# * hit, by the source's call; ? = inconclusive; nt = not tested or not shown; & = joins results of further samples. Some of the compounds tested. The share of hits here may be higher or lower than overall.
SMILES,S100A4 MyoIIA,Casp6 inh,C2C12 statin,LGR2 inh,esBAF inh,SIRT5 inh,FN deposit inh
COc1cc(/C=C/C(=O)OCC(=O)Nc2cc(C)c(C)cc2[N+](=O)[O-])ccc1O,-3,3,nt,-7,nt,-2,2
C/C(=N/NC(=O)c1nnn(-c2nonc2N)c1-c1ccccc1)c1ccncc1,-1,-1,-1,16,-5,-3,7
CCCC#Cc1cnc2c(c1)C(=O)N([C@@H](C)CO)C[C@@H](C)[C@H](CN(C)CCC)O2,4,-1,6,3,-3,1,nt
CC(C)c1nc(Cl)c(C#N)c2c1CCC2,0,-4,nt,6,nt,nt,4
COc1ccc2[nH]c(C(=O)N3CCN(c4ccccc4F)CC3)c(C)c2c1,-1,-3,1,-9,2,-9,4
O=C(Nc1ccc(Cl)c(Cl)c1)N[C@H]1CC[C@@H](CCn2cc(C3CCCC3)nn2)O[C@@H]1CO,0,-1,nt,4,nt,1,-2
COCc1cc(C)n(CC(=O)Nc2ccccc2C(=O)OC)c(=O)c1C#N,nt,nt,-6,nt,-6,nt,3
Cc1nn(C)c(C(=O)N/N=C/c2cccc(Oc3ccccc3)c2)c1Br,-2,-2,-2,9,-4,5,nt
Cc1ccc(CCNC(=O)C2CCCN(c3ncnc4c3nc3n4CCCCC3)C2)cc1 (stereo not given),1,0,15,1,7,-6,7
COCCNC(=O)Cn1nc(-c2ccc(C)cc2)c2ccccc2c1=O,-7,-2,2,-5,5,-5,-3
CCOC(=O)C1CCN(C(=O)COC(=O)/C=C/c2ccc([N+](=O)[O-])cc2)CC1,0,-3,16,-10,-5,2,-6
CCN(CC)CCCN1CC(=O)N2[C@@H](Cc3c([nH]c4ccccc34)C2(C)C)C1=O,14,2,5,-3,-2,5,-1
COC(=O)[C@H](C)[C@H]1C[C@]1(C)[C@H](NC(=O)OCc1ccccc1)c1ccccc1,nt,nt,4,-6,-1,nt,2
COc1ccc(C(=O)NCCc2nnc3ccc(SCC(=O)N4CCCC4)nn23)cc1,3,-1,-7,0,-8,-1,9
N/C(=N\N=C\c1ccc(Br)o1)c1nonc1N,-3,0,nt,nt,nt,-4,-7
Cc1ccc(C(=O)COC(=O)c2ccc(Cl)c(N)c2)s1,-2,11,-1,-67,92*,1,5
CC(C)(C)C(=O)c1c(N)[nH]c(C(=O)c2ccccc2)c1-c1ccc([N+](=O)[O-])cc1,-5,-2,nt,-7,nt,3,-1
C[C@H]1CN([C@@H](C)CO)C(=O)c2cccc(NS(=O)(=O)c3ccc(F)cc3)c2O[C@@H]1CN(C)Cc1ccc(C(=O)O)cc1,-38,0,1,2,-1,2,nt
O=C(O)c1ccc2ncc(NC(=O)c3ccc(F)cc3)c(=O)n2c1,-3,-4,-10,7,-3,5,2
COC(=O)c1ccc(CNC(=O)c2sccc2-c2ccccc2)cc1,-5,6,1,-5,-5,1,5
C[C@H]1CN([C@@H](C)CO)C(=O)c2cc(-c3cncnc3)cnc2O[C@@H]1CN(C)C(=O)Nc1ccc2c(c1)OCO2,0&11,2&-1,14&12,-1,0&-1,-3&-1,nt
O=C(C[C@@H]1C[C@H]2c3cc(NC(=O)c4ccc5c(c4)OCO5)ccc3O[C@H]2[C@H](CO)O1)NCc1ccccn1,0,-3,-2,3,3,4,nt
CNC[C@H]1OCCCC[C@H](C)Oc2ccc(NC(=O)Nc3c(C)noc3C)cc2C(=O)N([C@H](C)CO)C[C@H]1C,0,-6,-25,4,-1,6,nt
COCc1ccc(-c2c(-c3ccc(OC)cc3)oc(=O)c3cc(OC)c(OC)cc23)cc1,-6,0,-41,-13,?,nt,-5
O=P(Cc1cc[n+]([O-])cc1)(c1ccccc1)c1ccccc1,4,-5,-2,0,0,-2,nt

# Entries of single compounds as entered above. Values in the order: S100A4 MyoIIA | Casp6 inh | C2C12 statin | LGR2 inh | esBAF inh | SIRT5 inh | FN deposit inh
# O=C(C[C@@H]1C[C@H]2c3cc(NC(=O)c4ccc5c(c4)OCO5)ccc3O[C@H]2[C@H](CO)O1)NCc1ccccn1 in the list: 0 | -3 | -2 | 3 | 3 | 4 | nt
# N/C(=N\N=C\c1ccc(Br)o1)c1nonc1N in the list: -3 | 0 | nt | nt | nt | -4 | -7

# (next part)
SMILES,S100A4 MyoIIA,Casp6 inh,C2C12 statin,LGR2 inh,esBAF inh,SIRT5 inh,FN deposit inh
C/C(=N\Nc1ccccn1)c1ccc(Br)s1,4,-5,-8,-6,28,4,13
O=C(NCCOc1ccccc1Cl)C(=O)c1c[nH]c2ccccc12,-1,2,nt,-21,nt,-2,-2
CN(Cc1ccccc1)C(=O)COC(=O)c1ccc(Br)o1,5,-1,0,-14,0,0,24
C[C@H]1CN([C@@H](C)CO)C(=O)c2cccc(NC(=O)Nc3ccc(C(F)(F)F)cc3)c2O[C@@H]1CN(C)Cc1ccc(C(F)(F)F)cc1,1,0,-2,-1,-1,2,nt
COc1ccccc1CNC(=O)C1CCC(CNS(=O)(=O)c2cccc3cccnc23)CC1 (stereo not given),-4,-1,11,-9,0,-4,11
Cc1c(NC(=O)c2c([N+](=O)[O-])cnn2C)c(=O)n(-c2ccccc2)n1C,-1,2,8,1,-4,-4,-9
COC(=O)CCC(=O)OC1(C)C(=O)C=C2C=C(C3CC3)N(c3ccccc3)C=C2C1=O (stereo not given),11,8,9,-4,-1,1,1
COCc1cc(N2CCCCC2)nc(-c2ccccc2)n1,-1,-3,5,1,-1,6,1
C[C@@H]1CCCCO[C@H](CN(C)CC2CCCCC2)[C@@H](C)CN([C@H](C)CO)C(=O)c2cc(NC(=O)Nc3cccc4ccccc34)ccc2O1,-1,1,nt,7,-1,2,nt
C=CCn1c(-c2csc(-c3ccccc3)n2)n[nH]c1=S,nt,nt,77*,-16,6,nt,nt
Nc1ncnc2c1ncn2[C@@H]1O[C@H](CNC(=O)OC[C@@H](N)Cc2ccccc2)[C@@H](O)[C@H]1O,-3,-1,1,-13,-1,14,-3
C[C@H](CO)N1C[C@H](C)[C@H](CN(C)S(=O)(=O)c2ccc(F)cc2)OCc2cn(nn2)CCCC1=O,-30,3,11,-14,1,-1,-1
Cc1cc(Br)ccc1NC(=S)Nc1cccc([N+](=O)[O-])c1,-10,2,nt,-10,nt,nt,5
COc1ccc(NC(=O)Nc2ccc3c(c2)C(=O)N([C@H](C)CO)C[C@H](C)[C@@H](CN(C)C(=O)Nc2c(C)noc2C)OCCCC[C@@H](C)O3)cc1,6,0,nt,-4,-2,2,6
CCN(CC)c1ccc(NC(=O)CN2CCN(c3nc(C)cc(C)n3)CC2)cc1,nt,nt,-9,18,-5,nt,nt
CC(Oc1ccccc1)C(=O)N1CCN=C1SCc1ccccc1F (stereo not given),10,2,10,3,1,-2,-6
Cc1noc(C)c1NC(=O)N(C)C[C@@H]1Oc2ncc(C#CC(C)C)cc2C(=O)N([C@@H](C)CO)C[C@H]1C,4,0,18,-3,0,4,2
COc1ccccc1NC(=O)Nc1nc(C(N)C2CCCCC2)cs1 (stereo not given),-6,-1,-16,15,8,nt,-2
COc1ccc(NS(=O)(=O)c2ccc3c(c2)CCC(=O)N3)c(OC)c1,1,4,8,6,-4,-2,nt
CC(C)(CO)NCC(O)COc1ccc2c(c1)CCC2 (stereo not given),nt,nt,11,19,0,nt,7
O=C(CN1CCOCC1)NC[C@@H]1N[C@@H](CO)[C@@H]1c1ccc(-c2ccccc2)cc1,3,-8,3,5,4,-3,-17
CNC[C@H]1Oc2c(NS(=O)(=O)c3cccs3)cccc2C(=O)N([C@@H](C)CO)C[C@@H]1C,-2,1,17,12,-1,-3,0
CCCc1nc2ccccc2c(=O)n1/N=C/c1ccc(O)cc1,nt,nt,-3,5,-5,nt,nt
Cc1cc(O)c(N)c(C)c1Cl,-8,0,nt,-23,nt,1,nt
Cc1cc(-c2ccc(/C=N/n3cnnc3)o2)ccc1Cl,2,-4,nt,0,nt,3,-1

# (listing goes on)
SMILES,S100A4 MyoIIA,Casp6 inh,C2C12 statin,LGR2 inh,esBAF inh,SIRT5 inh,FN deposit inh
c1ccc(N/N=C(\Cc2nc3ccccc3[nH]2)c2ccccc2)cc1,0,0,nt,-19,nt,-1,-19
Cc1noc(C)c1S(=O)(=O)N(C)C[C@H]1OCCCC[C@@H](C)Oc2ccc(NC(=O)Nc3ccc(C(F)(F)F)cc3)cc2C(=O)N([C@H](C)CO)C[C@@H]1C,-4,0,nt,-3,-1,2,nt
C[C@H]1CN([C@@H](C)CO)C(=O)c2c(c3ccccc3n2C)-c2ccccc2CO[C@@H]1CN(C)C(=O)c1ccccc1,-2,-2,nt,-1,-2,-3,-7
CC(C)n1nnnc1C1c2ccccc2C(=O)N1Cc1ccccc1 (stereo not given),3,0,nt,-2,nt,-2,-1
Cc1cc(NC(=O)COc2ccccc2C)ccc1NC(=O)c1ccco1,-1,1,-3,8,1,2,-1
O=C(N[C@@H]1CC[C@@H](CCNS(=O)(=O)Cc2ccccc2)O[C@H]1CO)c1cnccn1,-10,2,3,-7,3,-2,-5
O=C(C[C@H]1CC[C@H]2[C@@H](COC[C@@H](O)CN2Cc2ccncc2)O1)NCc1ccncc1,4,-1,-12,-7,-3,3,-2
COc1cc(Cn2c3ccc(NC(=O)CCc4ccccc4)cc3c(=O)n2C)ccc1F,-1,2,-52,1,-15,-18,-9
CCCCNC(=S)N1CCN(C)CC1,-1,-3,nt,nt,nt,-2,6
CC(C)n1ncc2c(C(=O)N3CCN(Cc4cccs4)CC3)cc(C3CC3)nc21,-4,1,37,-7,0,-1,6
CC1(C)Cc2c(sc3[nH]c(=S)[nH]c(=O)c23)CO1,-2,-4,-7,4,-6,4,3
Cc1cc(C)c2sc(NC(=O)c3ccc(N4C(=O)CCC4=O)cc3)nc2c1,-2,8,nt,-7,nt,-4,-5
COc1ccccc1-c1ccc([C@@H]2[C@@H](C#N)N(C(=O)C3CCC3)[C@H]2CO)cc1,-3,3,1,-16,-4,nt,-2
CN1[C@@H]2c3ccc(-c4ccccc4)c(=O)n3C[C@H]1[C@H](CO)[C@H]2C(=O)NCCCN1CCOCC1,-4,-3,-7,3,1,-7,nt
CC(NC(=O)c1ccncc1)C(C)(C)C (stereo not given),nt,nt,0,4,0,nt,1
C[C@H](CO)N1C[C@H](C)[C@@H](CN(C)C(=O)Nc2ccccc2)Oc2c(NC(=O)c3ccc(-c4nccs4)cc3)cccc2C1=O,3,-6,nt,-14,2,3,nt
CS(=O)(=O)N1CC(=O)N2[C@H](CO)[C@H](c3ccc(C#CCC4CCCC4)cc3)[C@H]2C1,-5,2,nt,-19,nt,-4,-8
O=C(NC(c1ccccc1)c1ccc2ccccc2n1)C1CCN(Cc2ccc(Oc3ccccc3)cc2)CC1 (stereo not given),-2,0,13,0,-2,nt,2
O=C(COC(=O)c1cccnc1Cl)NCC1CCCO1 (stereo not given),-7,-1,10,-11,0,-2,3
C/C=C/c1ccc([C@H]2[C@@H](CO)N3C(=O)CN(C(=O)Nc4cc(F)ccc4F)C[C@@H]23)cc1,1,-1,nt,-3,nt,-1,nt
Cc1cc(F)ccc1NC(=O)C1CCCO1 (stereo not given),1,5,5,9,-6,-2,11
Cc1ccc(S(=O)(=O)CCC(=O)Nc2cccc([N+](=O)[O-])c2)cc1,-10,-2,nt,16,nt,-4,6
Cc1cc(C)cc(C(=O)N2CCC(C(N)=O)CC2)c1,nt,nt,1,nt,2,nt,-1
O=C(c1cccnc1)N1C[C@H]2[C@@H](c3ccccc31)[C@H](CO)N2C(=O)C1CCOCC1,10,-1,-20,-10,-4,-1,nt
O=C(O)c1cccc(-c2ccc(/C=c3/sc4nc5ccccc5n4c3=O)o2)c1,-8,37*,-7,-55,12,30*,7
C/C=C/c1cnc2c(c1)C(=O)N([C@@H](C)CO)C[C@@H](C)[C@H](CN(C)C(=O)C1CCCCC1)O2,-13,-1,22,6,-4,-2,nt

# Screening results: PubChem BioAssay, Broad Institute
